PhoP inhibition – inhibitors of PhoP regulon expression, primary screen, Salmonella Typhimurium, GFP reporter (AID 1863) | S. Typhimurium PhoP-regulated promoter GFP reporter, 4 h; higher % means a stronger effect | inhibition, % at 50 µM, or IC50 in µM where a hit was titrated | 0.16% of 300,000 active;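 active = inhibition over 29.93%, a cutoff 3 SD above the screen mean, later confirmed by dose response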;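 note: 0% = low Mg2+ inducing control and 100% = high Mg2+ repressing control; strong numbers were not always called active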
Myeloid diff MLP – induction of myeloid progenitor differentiation, primary screen, cell-based, flow cytometry, MLPCN library. ER-HoxA9 myeloid progenitors, lysozyme-GFP differentiation. calls only at 10 µM. 1% of 360,000 active. AID 624256, 2012;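 active = normalized GFP-positive differentiation at or above the plate's own cutoff, the solvent-only control mean plus 3 SD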;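 note: cells exposed to compound for four days before flow analysis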
HIV peptide binding – inhibitors of HIV fusion peptide binding, primary screen, biochemical, uHTS, fluorescence dequenching (AID 1986); cell-free peptide binding, fluorescence dequenching, 30 min; higher % means a stronger effect; inhibition, % at 20 µM, or IC50 in µM where a hit was titrated; 0.3% of 290,000 active; in the data active = inhibition mostly above about 52%, no sharp cut-off; inactive = mostly below about 76%; note: some results filed as inactive read as strong as hits
NOD1 NF-kB reporter – NOD1 signaling inhibitors, primary screen, cell-based, luminescence, uHTS (AID 1578). 1% of 290,000 active. NOD1-driven NF-kB luciferase reporter cells, luminescence; higher % means a stronger effect. inhibition, % at 4 µM; hits with a dose series show EC50 in µM; in the data active = inhibition mostly above about 36%, no sharp cut-off; inactive = mostly below about 34%;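 note: HEK-293T reporter cells stimulated with the NOD1 agonist gamma-tri-DAP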
KOR beta-arrestin-1 – KOR antagonists, beta-arrestin recruitment, cell-based, luminescence, uHTS (AID 1778); Kappa-type opioid receptor (Homo sapiens); KOR beta-arrestin recruitment, luminescence, antagonist mode; higher % means a stronger effect; inhibition, % at 10 µM; hits with a dose series show IC50 in µM; 0.091% of 290,000 active; note: strong numbers were not always called active
Siah-1 displacement – Siah-1 peptide-binding antagonists, primary screen, biochemical, fluorescence polarization, rhodamine-plectin, uHTS (AID 1817) | E3 ubiquitin-protein ligase SIAH1 (Homo sapiens) | Siah-1 / rhodamine-plectin peptide fluorescence polarization; higher % means a stronger effect | displacement, % at 20 µM, or IC50 in µM where a hit was titrated | 0.02% of 290,000 active;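 active = displacement of at least 50% at 20 µM, with a fluorescence ratio check between 0.3 and a set limit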;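 note: plate controls were Siah plus tracer with DMSO for no effect and tracer alone without Siah for full effect; strong numbers were not always called active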
LYP phosphatase – inhibitors of LYP phosphatase, biochemical, fluorescence intensity, uHTS (AID 1779) | inhibition, % at 11.5 µM, or IC50 in µM where a hit was titrated | Tyrosine-protein phosphatase non-receptor type 22 (Homo sapiens) | recombinant LYP phosphatase, fluorescence intensity; higher % means a stronger effect | 0.054% of 290,000 active;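 note: plate controls were vehicle with enzyme for no effect and no enzyme for full effect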
NOD2 inhibition – NOD2 signaling inhibitors, cell-based, luminescence, uHTS, HEK293 (AID 1566); HEK293 NOD2/NF-kB luciferase reporter, luminescence; higher % means a stronger effect; inhibition, % at 4 µM; hits with a dose series show EC50 in µM; 0.63% of 290,000 active; note: many of its hits are not listed in these tables
KOR beta-arrestin-2 – KOR agonists, beta-arrestin recruitment, primary screen, cell-based, luminescence, uHTS (AID 1777). activation, % at 10 µM, or EC50 in µM where a hit was titrated. 0.02% of 280,000 active. Kappa-type opioid receptor (Homo sapiens). KOR beta-arrestin recruitment, luminescence; higher % means a stronger effect; in the data active = activation above about 50%, passing the limit was not always enough; note: a part of the inactive calls stands beside numbers as strong as those of hits
Myeloid diff MLP GFP+ MAC1+ % – also measured in Myeloid diff MLP; calls as there; GFP+ MAC1+ double positive, %; measured here: differentiation confirmed by MAC1 staining
The depositor's hits bear a star; [ ] = another dose, or the depositor's remark. Cut-off read from the data, not from the text of the source, unless noted: active = inhibition above about 50%; inactive = the rest.

`CCCCc1c(O)n2c(nc3ccccc32)[nH]c1=O` gave PhoP inhibition 1%, Myeloid diff MLP inactive, HIV peptide binding 2.5%, NOD1 NF-kB reporter -16%, KOR beta-arrestin-1 16%, Siah-1 displacement 2%, LYP phosphatase -7%, NOD2 inhibition 4%, KOR beta-arrestin-2 -3.0% and Myeloid diff MLP GFP+ MAC1+ % 1.1.
Screening CCc1ccc(C2=CC(c3cc(Br)ccc3F)n3ncnc3N2)cc1 (stereo not given) returned PhoP inhibition -1%, Myeloid diff MLP active, HIV peptide binding 5.4%, NOD1 NF-kB reporter 1%, KOR beta-arrestin-1 25%, Siah-1 displacement 5%, LYP phosphatase 2%, NOD2 inhibition -2%, KOR beta-arrestin-2 19% and Myeloid diff MLP GFP+ MAC1+ % 7.0*.
CCCc1noc2c1/C(=N\O)CC(CC(C)SCC)C2 (stereo not given) was read as PhoP inhibition -4%, Myeloid diff MLP inactive, HIV peptide binding -1.9%, NOD1 NF-kB reporter -24%, KOR beta-arrestin-1 -19%, Siah-1 displacement 1%, LYP phosphatase 4%, NOD2 inhibition 3%, KOR beta-arrestin-2 -0.7% and Myeloid diff MLP GFP+ MAC1+ % 5.4.
COc1ccc(NC(=O)CN2c3cccc4cccc(c34)S2(=O)=O)c(OC)c1 was read as PhoP inhibition 2%, Myeloid diff MLP inactive, HIV peptide binding -4.1%, NOD1 NF-kB reporter -12%, KOR beta-arrestin-1 -15%, Siah-1 displacement 4%, LYP phosphatase 0%, NOD2 inhibition 19%, KOR beta-arrestin-2 -0.4% and Myeloid diff MLP GFP+ MAC1+ % 3.1.
`COc1ccc(N(C(=O)c2ccco2)C(C(=O)NC2CCCC2)c2cccs2)cc1OC` (stereo not given) gave PhoP inhibition 0%, Myeloid diff MLP inactive, HIV peptide binding 9.8%, NOD1 NF-kB reporter 3%, KOR beta-arrestin-1 -37%, Siah-1 displacement 0%, LYP phosphatase -2%, NOD2 inhibition 6%, KOR beta-arrestin-2 2.4% and Myeloid diff MLP GFP+ MAC1+ % 3.7.
CCN(CC)CCCNC(=O)CSc1nc2c(c(C(F)(F)F)n1)CCc1ccccc1-2 was read as PhoP inhibition 3%, Myeloid diff MLP inactive, HIV peptide binding -1.0%, NOD1 NF-kB reporter -47%, KOR beta-arrestin-1 13%[20 µM], Siah-1 displacement -2%, LYP phosphatase -4%, NOD2 inhibition 7%, KOR beta-arrestin-2 -6.5% and Myeloid diff MLP GFP+ MAC1+ % 0.1.
Cc1ccc(C)c(-n2c(CNc3ccc(F)cc3)nnc2SCC(N)=O)c1 was read as PhoP inhibition 2%, Myeloid diff MLP inactive, HIV peptide binding 2.6%, NOD1 NF-kB reporter -9%, KOR beta-arrestin-1 -16%, Siah-1 displacement 1%, LYP phosphatase -9%, NOD2 inhibition 24%, KOR beta-arrestin-2 4.0% and Myeloid diff MLP GFP+ MAC1+ % 5.0.
`O=C(CC1CCCC1)Nc1nc2ccccc2[nH]1` gave PhoP inhibition 16%, Myeloid diff MLP inactive, HIV peptide binding -0.9%, NOD1 NF-kB reporter -52%, KOR beta-arrestin-1 19%, Siah-1 displacement 5%, LYP phosphatase -2%, NOD2 inhibition -40%, KOR beta-arrestin-2 22% and Myeloid diff MLP GFP+ MAC1+ % 0.6.
`CC(=O)N(Cc1ccco1)C1(C(=O)NC2CCCC2)CCCCC1` gave PhoP inhibition 3%, Myeloid diff MLP inactive, HIV peptide binding 2.1%, NOD1 NF-kB reporter 8%, KOR beta-arrestin-1 -47%, Siah-1 displacement -1%, LYP phosphatase -4%, NOD2 inhibition 2%, KOR beta-arrestin-2 -1.0% and Myeloid diff MLP GFP+ MAC1+ % 0.7.
For S=C(Nc1ccc2c(c1)OCO2)Nc1ccc2c(c1)OCO2 the results were PhoP inhibition -10%, Myeloid diff MLP inactive, HIV peptide binding 31%, NOD1 NF-kB reporter -30%, KOR beta-arrestin-1 5%, Siah-1 displacement 27%, LYP phosphatase -8%, NOD2 inhibition -38%, KOR beta-arrestin-2 2.2% and Myeloid diff MLP GFP+ MAC1+ % 1.8.
`CCCc1cc(=O)[nH]c(SCC(=O)N2CCOCC2)n1` gave PhoP inhibition 1%, Myeloid diff MLP inactive, HIV peptide binding 0.2%, NOD1 NF-kB reporter -8%, KOR beta-arrestin-1 -6%, Siah-1 displacement 1%, LYP phosphatase -4%, NOD2 inhibition -1%, KOR beta-arrestin-2 1.2% and Myeloid diff MLP GFP+ MAC1+ % 0.9.
For COCCN(CCOC)S(=O)(=O)c1ccc(C(=O)Nc2nc(-c3ccccc3)c(C(=O)c3ccccc3)s2)cc1 the results were PhoP inhibition -7%, Myeloid diff MLP inactive, HIV peptide binding 0.9%, NOD1 NF-kB reporter 32%, KOR beta-arrestin-1 2%, Siah-1 displacement 1%, LYP phosphatase 5%, NOD2 inhibition 17%, KOR beta-arrestin-2 -4.8% and Myeloid diff MLP GFP+ MAC1+ % 0.7.
Screening Clc1nc2c(ccc3ccccc32)[nH]1 returned PhoP inhibition 1%, Myeloid diff MLP inactive, HIV peptide binding -1.3%, NOD1 NF-kB reporter -13%, KOR beta-arrestin-1 3%, Siah-1 displacement 1%, LYP phosphatase 0%, NOD2 inhibition -34%, KOR beta-arrestin-2 -1.5% and Myeloid diff MLP GFP+ MAC1+ % 0.3.
For CC(=O)c1c(OC(=O)c2ccccc2Br)ccc2c(C)cc(=O)oc12 the results were PhoP inhibition 4%, Myeloid diff MLP inactive, HIV peptide binding -1.7%, NOD1 NF-kB reporter 8%, Siah-1 displacement -7%, LYP phosphatase -4%, NOD2 inhibition 21%, KOR beta-arrestin-2 -1.0% and Myeloid diff MLP GFP+ MAC1+ % 0.2.
Cc1nnc(SCc2ccc(Cl)cc2)n1CC1CCCO1 (stereo not given) was read as PhoP inhibition -6%, Myeloid diff MLP inactive, HIV peptide binding -0.3%, NOD1 NF-kB reporter -2%, KOR beta-arrestin-1 -24%, Siah-1 displacement -2%, LYP phosphatase -1%, NOD2 inhibition 5%, KOR beta-arrestin-2 2.4% and Myeloid diff MLP GFP+ MAC1+ % 0.3.
For O=C(O)CNC(=S)N(Cc1ccccc1)Cc1cccnc1 the results were PhoP inhibition 5%, Myeloid diff MLP inactive, HIV peptide binding -2.3%, NOD1 NF-kB reporter -15%, KOR beta-arrestin-1 0%, Siah-1 displacement 4%, LYP phosphatase -2%, NOD2 inhibition 4%, KOR beta-arrestin-2 -0.2% and Myeloid diff MLP GFP+ MAC1+ % 0.6.
For C=CCN(C)NC(=O)Nc1ccccc1 the results were PhoP inhibition 4%, Myeloid diff MLP inactive, HIV peptide binding 0.6%, NOD1 NF-kB reporter -21%, KOR beta-arrestin-1 -15%[20 µM], Siah-1 displacement 3%, LYP phosphatase 3%, NOD2 inhibition 4%, KOR beta-arrestin-2 -5.3% and Myeloid diff MLP GFP+ MAC1+ % 0.6.
For CCn1cnc2cc(NCc3ccncc3)ccc21 the results were PhoP inhibition 3%, Myeloid diff MLP inactive, HIV peptide binding -1.7%, NOD1 NF-kB reporter -24%, KOR beta-arrestin-1 -16%, Siah-1 displacement -2%, LYP phosphatase 10%, NOD2 inhibition 1%, KOR beta-arrestin-2 3.0% and Myeloid diff MLP GFP+ MAC1+ % 7.0.
Cc1cc(Nc2cccc(F)c2)n2c(n1)nc1ccccc12 was read as PhoP inhibition -6%, Myeloid diff MLP inactive, HIV peptide binding -0.3%, NOD1 NF-kB reporter -24%, KOR beta-arrestin-1 21%, Siah-1 displacement -5%, LYP phosphatase -4%, NOD2 inhibition 4%, KOR beta-arrestin-2 -2.0% and Myeloid diff MLP GFP+ MAC1+ % 0.4.
`Cc1cc(-c2ccc(C)c(S(=O)(=O)NCCN3CCC(C)CC3)c2)on1` gave PhoP inhibition 8%, Myeloid diff MLP inactive, HIV peptide binding -0.7%, NOD1 NF-kB reporter -12%, KOR beta-arrestin-1 -16%, Siah-1 displacement 6%, LYP phosphatase -10%, NOD2 inhibition 7%, KOR beta-arrestin-2 -3.7% and Myeloid diff MLP GFP+ MAC1+ % 1.7.
Screening COc1ccc(-c2cn3c(C)c(C(=O)Nc4cccc(NC(C)=O)c4)sc3n2)cc1 returned PhoP inhibition 5%, Myeloid diff MLP inactive, HIV peptide binding 2.7%, NOD1 NF-kB reporter 9%, KOR beta-arrestin-1 -45%, Siah-1 displacement 16%, LYP phosphatase -1%, NOD2 inhibition 11%, KOR beta-arrestin-2 2.8% and Myeloid diff MLP GFP+ MAC1+ % 0.6.
`CC(c1cccnc1)N(CCN(C)C)C(=O)Nc1ccc(Cl)cc1` (stereo not given) gave PhoP inhibition -6%, Myeloid diff MLP inactive, HIV peptide binding 3.1%, NOD1 NF-kB reporter -16%, KOR beta-arrestin-1 28%, Siah-1 displacement 3%, LYP phosphatase -5%, NOD2 inhibition 10%, KOR beta-arrestin-2 -7.6% and Myeloid diff MLP GFP+ MAC1+ % 4.5.
Screening CC(=O)NC(Cc1ccc(C(C)C)cc1)C(=O)NC1CCN(c2nc(C)cc(C)n2)CC1 (stereo not given) returned PhoP inhibition -6%, Myeloid diff MLP inactive, HIV peptide binding -1.9%, NOD1 NF-kB reporter 0%, KOR beta-arrestin-1 -35%, Siah-1 displacement 3%, LYP phosphatase -10%, NOD2 inhibition 3%, KOR beta-arrestin-2 -0.4% and Myeloid diff MLP GFP+ MAC1+ % 1.5.
For Cc1cccc2c1c(N=NC(N)=S)c(O)n2C1OC(CO)C(O)C(O)C1O (stereo not given) the results were PhoP inhibition -1%, Myeloid diff MLP inactive, HIV peptide binding -1.8%, NOD1 NF-kB reporter 1%, KOR beta-arrestin-1 -15%[20 µM], Siah-1 displacement 3%, LYP phosphatase -11%, NOD2 inhibition 13%, KOR beta-arrestin-2 -3.9% and Myeloid diff MLP GFP+ MAC1+ % 0.6.

Looked up one by one from above (2):
For C=CCN(C)NC(=O)Nc1ccccc1 the results were PhoP inhibition 4%, Myeloid diff MLP inactive, HIV peptide binding 0.6%, NOD1 NF-kB reporter -21%, KOR beta-arrestin-1 -15%[20 µM], Siah-1 displacement 3%, LYP phosphatase 3%, NOD2 inhibition 4%, KOR beta-arrestin-2 -5.3% and Myeloid diff MLP GFP+ MAC1+ % 0.6.
For CCn1cnc2cc(NCc3ccncc3)ccc21 the results were PhoP inhibition 3%, Myeloid diff MLP inactive, HIV peptide binding -1.7%, NOD1 NF-kB reporter -24%, KOR beta-arrestin-1 -16%, Siah-1 displacement -2%, LYP phosphatase 10%, NOD2 inhibition 1%, KOR beta-arrestin-2 3.0% and Myeloid diff MLP GFP+ MAC1+ % 7.0.

High-throughput results as filed in PubChem BioAssay.

Some of the compounds tested; count on the stated rates, not on these rows.
